# MEX-5 binding: MEX-5 zinc finger RNA-binding disruptors – biochemical, C. elegans, fluorescence polarization, MLPCN library, primary screen | Zinc finger protein mex-5 (Caenorhabditis elegans), Q9XUB2 | MEX-5/FITC-TCR2 RNA binding; active compounds read low | activity score (negative = inhibition of binding), % at 10 µM | 0.38% of 300,000 active | AID 1832, 2009;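 active = inhibition past about -25% in most replicates, and total fluorescence under double the plate's negative control median, limit read from the data; inconclusive = replicates evenly split on the limit, or fluorescence at least double controls; inactive = too little inhibition in most replicates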;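 also: 0% = DMSO and -100% = 5 µM competing unlabeled TCR2 RNA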
# Target sequence (Q9XUB2 whole entry, looked up): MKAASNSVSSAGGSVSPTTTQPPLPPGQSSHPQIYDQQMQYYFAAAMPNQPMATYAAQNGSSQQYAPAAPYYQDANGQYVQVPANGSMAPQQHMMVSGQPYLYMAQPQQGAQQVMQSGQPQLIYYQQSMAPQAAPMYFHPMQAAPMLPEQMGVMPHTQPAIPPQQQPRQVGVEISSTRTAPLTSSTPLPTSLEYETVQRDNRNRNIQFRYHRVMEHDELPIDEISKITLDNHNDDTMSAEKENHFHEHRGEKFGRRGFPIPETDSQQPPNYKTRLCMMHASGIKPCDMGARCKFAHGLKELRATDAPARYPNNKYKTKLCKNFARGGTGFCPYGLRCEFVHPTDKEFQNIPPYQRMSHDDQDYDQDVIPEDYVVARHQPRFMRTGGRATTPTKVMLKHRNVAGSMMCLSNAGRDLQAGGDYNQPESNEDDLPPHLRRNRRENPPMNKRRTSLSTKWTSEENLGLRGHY
# MCL1-BIM inh: inhibitors of MCL1 binding to BIM-BH3, primary screen, biochemical, fluorescence polarization; 0.68% of 320,000 active; inhibition, % at 10.9 µM; GST-MCL1 / FITC-Bim-BH3 fluorescence polarization;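 active = inhibition above the mean inhibition of all tested compounds plus 3 SD, set per campaign, cut at about 40% in these data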;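 also: 0% = DMSO wells and 100% = unlabeled Bim-BH3 peptide control; higher means more loss of mP so more displacement of Bim peptide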
# Target sequence (Q07820 whole entry, looked up): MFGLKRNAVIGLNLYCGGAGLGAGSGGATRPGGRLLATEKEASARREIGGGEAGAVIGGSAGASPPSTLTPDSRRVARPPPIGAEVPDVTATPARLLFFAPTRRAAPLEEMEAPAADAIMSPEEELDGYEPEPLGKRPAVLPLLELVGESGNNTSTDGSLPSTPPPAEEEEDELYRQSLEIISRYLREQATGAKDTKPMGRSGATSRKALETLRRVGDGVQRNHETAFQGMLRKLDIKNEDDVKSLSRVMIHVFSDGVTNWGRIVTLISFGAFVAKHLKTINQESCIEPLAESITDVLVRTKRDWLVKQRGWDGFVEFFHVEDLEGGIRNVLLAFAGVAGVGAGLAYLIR
# AGP1 TOR yeast: modulators of AGP1-GFP expression in yeast TOR pathway, primary screen, cell-based, multiplex flow cytometry, S. cerevisiae, MLPCN library. 3 h; GFP as percent of DMSO wells. GFP response vs DMSO, % at 10 µM. 0.02% of 320,000 active. AID 2066, 2009;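 active = GFP response relative to DMSO above a set limit, near screen average plus 3 SD, cut at about 150% in these data; inconclusive = fewer than 70 cells counted for the yeast strain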;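 also: median GFP channel fluorescence of the gated AGP1 strain per well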
# GRK2 aptamer HTS: compounds blocking aptamer binding on GRK2 – biochemical, human GRK2, bead flow cytometry, HTS, primary screen; FAM-aptamer displacement from GRK2; 0.59% of 330,000 active; inhibition of aptamer binding, % at 10 µM; AID 488847, 2010;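 active = inhibition of aptamer binding above 40%, roughly 3 SD of noise, on plates passing a quality check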;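 also: median bead fluorescence of bound FAM aptamer so fluorescent compounds give negative values; no value below 0 was filed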
# CIT2 TOR yeast: modulators of CIT2-GFP expression in yeast, primary screen, S. cerevisiae, GFP fusion, multiplex flow cytometry, MLPCN library; S. cerevisiae CIT2-GFP strain, 3 h; 100 means same as DMSO wells; GFP response vs DMSO, % at 10 µM; 0.065% of 320,000 active;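 active = GFP response relative to DMSO above a set limit, near the screen mean plus 3 SD, cut at about 150% in these data; inconclusive = Fewer than 70 cells measured for a yeast strain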;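 also: ratio of well median GFP fluorescence to mean of DMSO wells on the plate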
# Bcl-xL primary: inhibitors of human Bcl-xL, primary screen, biochemical, fluorescence polarization, HTS; Bcl-2-like protein 1 (Homo sapiens), Q07817; GST-Bcl-xL / FITC-Bim BH3 peptide fluorescence polarization; inhibition, % at 10.9 µM; 0.7% of 320,000 active; AID 2129, 2009;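 active = inhibition above the mean of all tested compounds plus 3 SD, cutoff set per campaign, cut at about 30% in these data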;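 also: 0% = DMSO wells and 100% = unlabeled Bim-BH3 peptide competitor; inhibitors lower millipolarization by displacing the labeled peptide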
# Target sequence (Q07817 whole entry, looked up): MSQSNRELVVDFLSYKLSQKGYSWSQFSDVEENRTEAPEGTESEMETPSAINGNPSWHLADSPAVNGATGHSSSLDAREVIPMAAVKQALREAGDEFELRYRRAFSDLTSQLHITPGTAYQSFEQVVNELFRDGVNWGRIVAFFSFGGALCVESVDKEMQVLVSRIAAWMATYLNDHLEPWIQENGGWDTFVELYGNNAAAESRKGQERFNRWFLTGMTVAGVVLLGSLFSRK
# Yeast superoxide: reduction of superoxide in aged yeast, primary screen, HTS; S. cerevisiae aged cells, superoxide DHE fluorescence; active compounds read low; superoxide response (% of plate mean), % at 10 µM; 0.18% of 330,000 active; AID 2690, 2010;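 active = superoxide response under a set limit, about three screen SD below normal, cut at about 65% in these data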;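 also: yeast aged for seven days with compound at 30 °C before DHE staining; 100% = average MFI of all compound-treated wells on the plate with controls excluded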
# VLA-4 inh: inhibition in human VLA-4 binding assay, primary screen, VLA-4 allosteric modulator project, MLPCN library, flow cytometry, VLA-4 expressing cells; Integrin alpha-4 (Homo sapiens), P13612; ligand binding flow cytometry; inhibition, % (about 7 µM as worked out from the volumes in the protocol); 0.2% of 330,000 active; AID 2557, 2010; in the data active = inhibition above about 50%
# GLD-1 TGE inh: GLD-1/TGE RNA complex disruptors, primary screen, biochemical, fluorescence polarization; purified GLD-1 + fluorescein TGE RNA; inhibition, % at 5.96 µM; 0.44% of 320,000 active; AID 2280, 2010;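 active = percent inhibition above a per-plate cutoff, the plate mean of test compounds plus 3 SD, cut at about 30% in these data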;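 also: 0% = DMSO wells with GLD-1 and probe and 100% = wells lacking GLD-1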
# * hit, by the source's call; ? = inconclusive; · = no result given; [ ] = dose if it differs, or a comment.
structure	MEX-5 binding	MCL1-BIM inh	AGP1 TOR yeast	GRK2 aptamer HTS	CIT2 TOR yeast	Bcl-xL primary	Yeast superoxide	VLA-4 inh	GLD-1 TGE inh
COc1ccc(-n2c(=S)[nH]c3c(sc(=S)n3-c3ccccc3)c2=O)c(OC)c1	2.9	1	110	2	105	10	93	10	4
CCOC(=O)C1=C(C)N(CCCC(=O)O)C(=O)NC1c1ccccc1OS(=O)(=O)c1ccc(C)cc1 (centres undefined)	·	0	106	0	96	7	106	13	7
Cc1ccccc1NC(=O)c1ccccc1NC(=O)CCC(=O)O	-0.3	10	101	3	89	3	95	1	4
Cc1ccc(C(O)c2nc3ccccc3n2C)cc1 (centres undefined)	-0.1	·	102	2	110	·	104	-4	·
O=C(COc1cccnc1[N+](=O)[O-])NCc1ccc(F)cc1	0.8	2	97	0	99	0	109	-3	5
O=C1OCC2=C1C(c1ccc(F)cc1)Sc1ccccc1N2 (centres undefined)	-1.1	-1	100	6	94	0	109	3	6
COc1ccccc1C(=O)NCc1ccc2c(c1)OCO2	-1.9	3	95	2	100	1	88	7	7
Cc1ccnc(OC(C(=O)O)C(OCc2ccccc2)(c2ccc(F)cc2)c2ccc(F)cc2)n1 (centres undefined)	1.8	-6	82	2	90	7	91	14	5
CCCCOC(=O)c1nnc(-c2ccccc2)o1	-3.1	2	84	2	91	2	93	27	4
COc1cc(C(c2c(C)[nH][nH]c2=O)c2c(C)[nH][nH]c2=O)cc(Cl)c1O	-8.9	3	106	3	122	4	113	7	3
O=C(COC(=O)c1ccccc1Nc1ccccc1)c1ccccc1	0.9	-1	97	0	90	-7	116	1	5
NC(=O)Cn1nnc(-c2ccc(NC(=O)c3ccc(F)cc3)cc2)n1	2.6	4	104	0	101	7	87	-4	4
CCOCCCNS(=O)(=O)c1ccc(OC)c(Cl)c1Cl	1.3	4	88	0	92	2	88	5	-2
C=CCn1ccc(=NC=C(C#N)C#N)c2ccccc21	-75*	-11	110	4	100	-4	111	-4	-10
COC(=O)[C@H](CC(C)C)NC(=O)CCc1nnc(COc2ccccc2)o1	0.0	0	99	0	102	5	106	3	-2
COc1ccc(C(=O)OCC(=O)Nc2ccc3[nH]c(=O)[nH]c3c2)c(OC)c1OC	1.3	-17	104	0	98	-11	90	29	3

# Shown as a hit in MEX-5 binding (from the list above):
mol,MEX-5 binding,MCL1-BIM inh,AGP1 TOR yeast,GRK2 aptamer HTS,CIT2 TOR yeast,Bcl-xL primary,VLA-4 inh,GLD-1 TGE inh
C=CCn1ccc(=NC=C(C#N)C#N)c2ccccc21,-75*,-11,110,4,100,-4,-4,-10

# Further structures follow.
structure	MEX-5 binding	MCL1-BIM inh	AGP1 TOR yeast	GRK2 aptamer HTS	CIT2 TOR yeast	Bcl-xL primary	Yeast superoxide	VLA-4 inh	GLD-1 TGE inh
CC(NC(=O)CN1C(=O)NC(c2ccccc2)(c2ccccc2)C1=O)c1cccs1 (centres undefined)	·	0	94	18	84	3	119	24	-3
O=C(C1CCCN1S(=O)(=O)c1cccc2cccnc12)N1CCc2ccccc21 (centres undefined)	1.2	-3	95	2	90	-3	104	-12	-10
O=C1CCCC(O)=C1C(C#Cc1ccccc1)C1=C(O)CCCC1=O	-9.4	21	20[may fluoresce violet]	3	?	12	102	-7	4
CCC(C(=O)Nc1nc(C)c(C)s1)c1ccccc1 (centres undefined)	-0.8	-3	83	2	91	3	98	3	1
COc1ccc(/C=C(/C(=O)N2CCCCC2C(=O)O)c2ccc(OC)c(OC)c2)cc1 (centres undefined)	·	·	103	0	101	·	97	11	-1
O=C(Cc1ccc(F)cc1)Nc1ccc(S(=O)(=O)N2CCCCC2)cc1	-4.1	-5	94	0	97	1	140	-6	-8
O=C(N/N=C/c1ccccc1)c1ccc2c(c1)OCO2	-0.9	7	105	1	102	2	99	-5	7
CC(C)(C(=O)O)c1ccc([C@H](O)CCCN2CCC(C(O)(c3ccccc3)c3ccccc3)CC2)cc1	-2.8	-8	102	0	110	-2	104	15	7
Cc1c(Cc2ccccc2)sc(NC(=O)c2ccco2)c1C(N)=O	3.2	-1	95	1	104	-2	130	15	2
Cc1cccc(OCCC(=O)NNC(=O)Cn2nc(C)cc2C)c1	·	·	88	2	85	·	102	20	-2
C/C(=N\NC(=O)c1ccc(-c2ccccc2)cc1)c1cccc(N)c1	0.1	-1	97	0	98	8	147	15	2
NC(=O)COC(=O)c1cccc(NS(=O)(=O)/C=C/c2ccccc2)c1	2.0	-6	94	3	94	4	97	2	4
CCOc1ccc(NC(=O)C2CCN(S(=O)(=O)c3cccnc3)CC2)cc1	2.2	4	101	2	102	4	94	-11	-1
O=C(CCCc1ccccc1)N1CCc2ccccc21	1.1	-2	104	4	96	1	119	11	-7
COCC(C)n1c(SCC(=O)NC2CCCCC2C)nc2ccccc2c1=O (centres undefined)	·	·	115	0	101	·	124	0	2
CN(C)S(=O)(=O)N(CC(=O)N1CCN(c2ccccc2)CC1)c1ccccc1	0.2	2	116	0	102	4	107	4	7
COc1ccc(CCNc2c(N)n(Cc3ccccc3)c(=O)[nH]c2=O)cc1OC	-19	96*	96	0	108	71*	102	-4	79*
O=[N+]([O-])c1ccc(N(CC(O)CN2CCCCC2)S(=O)(=O)c2ccccc2)cc1 (centres undefined)	1.6	3	14[may fluoresce violet]	0	?	3	99	-12	4
CCCc1nc(SCC(=O)NCc2ccco2)c2c(=O)n(C)c(=O)n(C)c2n1	-0.5	-4	98	0	118	-2	133	-10	3
CC1CCC(NC(=O)CN2C(=O)C3CC=CCC3C2=O)CC1 (centres undefined)	·	3	109	0	108	6	93	39	-2
Cc1[nH]c(=O)[nH]c(=O)c1S(=O)(=O)Nc1ccc(Br)cc1F	2.9	·	103	1	106	·	92	0	·
NC(=O)C[C@@H]1NC(=O)[C@H](CCC(=O)O)NC(=O)c2cc([N+](=O)[O-])cc(I)c2OCC[C@@H](C(N)=O)NC1=O	-0.9	8	·	·	·	6	·	·	-2
CCOC(=O)C(=CNNc1ccsc1C(=O)OC)C(=O)OCC	-0.6	-4	114	2	113	-4	92	-2	-3
CC(C)Cc1ccc(S(=O)(=O)Nc2ccccn2)cc1	1.5	5	103	2	99	3	110	21	-4
CCCCCCC(C)n1cc(C(C)=O)c(=O)n(C)c1=O (centres undefined)	2.9	-8	92	0	106	-3	90	4	2
Cc1cc(C(=O)NNC(=S)NCc2ccccc2)cs1	5.2	-10	95	4	98	-3	97	-10	1
CC(C)(C)C(=O)NC(=S)NNC(=O)c1ccc(Cl)cc1Cl	3.4	8	106	0	111	7	192	-9	0
CN(C(=O)COC(=O)Cc1ccc(Cl)cc1)C1CCCCC1	·	·	98	4	95	·	136	4	2
CCC1C/C(=C/c2cccs2)C(=O)/C(=C/c2cccs2)C1 (centres undefined)	3.1	-16	98	5	96	-2	101	-7	-2
O=C(CSc1n[nH]c(-c2ccccn2)n1)Nc1ccccc1F	2.2	2	92	0	93	-2	111	-4	6
CC1CCCC(C)N1C(=O)Cn1nnc(-c2ccc([N+](=O)[O-])cc2)n1 (centres undefined)	-2.5	4	90	1	87	5	103	4	3
O=C(COc1ccc(Cl)cc1Cl)NC1CCSC1=O (centres undefined)	0.9	8	97	2	91	4	101	13	1
CCC(=O)Nc1cccc(-c2nnc(SCC(=O)c3ccccc3)n2C)c1	3.5	-14	96	0	91	-18	116	8	3
Cc1ccc(NC(=O)CCN2CCCCC2)cc1	2.9	-6	104	2	105	2	106	7	5
COc1ccc(C(=O)Nn2c(C3CCC3)nc3ccccc3c2=O)c(OC)c1	0.0	3	100	0	102	5	91	6	3
Cc1ccccc1CN1CCN(C2CCC2)CC1CCO (centres undefined)	0.8	0	131	3	101	0	92	6	2
CCc1ccc(OCC(=O)Nc2ccc(N3CCN(C(=O)c4ccccc4)CC3)cc2)cc1	3.2	3	95	0	100	1	102	-2	9
COc1ccccc1NS(=O)(=O)c1cc2c3c(c1)CCN3C(=O)CC2	-2.8	0	114	0	103	1	97	4	0
COc1ccc(OCC(=O)Nc2cc(-c3nn4c(C)nnc4s3)ccc2C)cc1	-1.3	8	103	0	93	4	104	42	7
Cc1ccccc1C(=O)N1CCC(C(=O)Nc2ccc(S(=O)(=O)N3CCOCC3)cc2)CC1	·	-1	86	0	80	-2	83	7	5
CN1c2ccccc2-c2nc3ccccc3n2C1c1ccncc1 (centres undefined)	-2.8	1	97	0	90	5	144	-11	3
COc1ccc2c(c1)c(CC(=O)O)c(C)n2C(=O)c1ccc(Cl)cc1	-2.4	1	85	0	84	4	115	-9	8
COc1cc(C)nc(NS(=O)(=O)c2ccc(C)cc2)n1	-0.3	-2	105	2	97	-3	100	7	-6
Cc1ccc(S(=O)(=O)N(C)c2ccccc2C(=O)NC2CCCC2)cc1	1.7	3	106	0	101	9	101	0	9
CN(Cc1ccccc1)S(=O)(=O)c1cccs1	1.4	6	89	0	86	0	79	4	0
COc1ccccc1N(CC(=O)NCCSCc1ccccc1)S(=O)(=O)c1ccc(C)cc1	1.7	-1	?	2	?	2	100	8	-2
CCOc1ccc(NC(=O)c2ccc(OCC3CCCO3)cc2)cc1S(=O)(=O)N(CC)CC (centres undefined)	·	3	97	0	90	-2	108	-3	7
CN(Cc1ccc(OC(F)F)cc1)C(=O)c1ccc2nccnc2c1	-3.1	7	102	2	109	8	90	31	9
COc1cc2c3c(c1OC)C1(C=CC(=O)C=C1)CC3N(C(=O)c1ccccc1)CC2 (centres undefined)	-3.5	-1	105	70*	102	0	94	·	4
Cc1ccc(S(=O)(=O)N2CCC(C)CC2)cc1C(=O)NCCN1CCOCC1	1.3	4	104	0	113	2	97	8	3
CC1CCN(C(=O)CSc2nnc(-c3cccs3)o2)CC1	-1.3	4	101	1	99	2	89	-4	7
CCN1CCN(c2nc(Nc3ccccc3F)nc(N)c2[N+](=O)[O-])CC1	-0.4	5	97	1	91	5	115	2	-3
COc1ccc(NS(=O)(=O)c2cccc(C(=O)OCC(=O)c3c(N)n(C)c(=O)n(C)c3=O)c2)cc1	·	·	101	3	93	·	110	-9	-2
Cc1cc(Cl)cc(Br)c1OCCNCC(C)O (centres undefined)	2.8	8	98	0	97	3	103	8	-3
COc1ccc(C(=O)NC2CCCc3c2cnn3-c2cccc(C)c2C)o1 (centres undefined)	-0.5	0	106	1	101	-1	106	-97	-1
CC(=O)NC(Cc1cccc(C)c1)C(=O)NC1CCN(C(=O)c2ccc([N+](=O)[O-])cc2)CC1 (centres undefined)	2.8	0	109	1	112	1	88	4	-2
